Screening data deposited in PubChem BioAssay by Sanford-Burnham Center for Chemical Genomics.
TAG inh = triacylglycerol accumulation inhibition; H9c2 cells, Nile Red lipid (TAG) fluorescence; cells loaded with 200 µM oleic acid; inhibition, % at 12.5 µM; hit rate 0.66% among 230,000; AID 651582;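 active = pattern-corrected inhibition of lipid staining of at least 50% with the nuclear-stain viability signal not falling by more than 50%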;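 also: 0% = DMSO wells and 100% = triacsin C control wells; some results filed as inactive read as strong as hits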
TAG inh DAPI viability = second read-out of TAG inh, no call of its own (marks repeat the call); DAPI nuclei signal change (viability), lower = more cytotoxic, %;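 whole-well DAPI fluorescence read on a plate reader as a viability signal; minus 50 percent equals half of cells still viable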
Starred values were filed as active, the others as inactive.

SMILES	TAG inh	TAG inh DAPI viability
COc1ccc(CN(C)CC(=O)Nc2sc3c(c2C#N)CCC3)c(OC)c1	5	0
CCOc1ccc(S(=O)(=O)N2CCC(C(N)=O)CC2)c2ccccc12	-8	9
CCc1nnc(NC(=O)CSc2nnc(COc3ccccc3C)o2)s1	-10	17
c1ccc2c(-c3nnc(SCc4cn5ccccc5n4)o3)c[nH]c2c1	-11	11
C[C@H](CO)N1C[C@H](C)[C@@H](CN(C)CC2CCCCC2)Oc2ccc(NS(C)(=O)=O)cc2C1=O	20	6
COCCN(C(=O)COC(=O)CCOc1cc(C)ccc1C)c1c(N)n(Cc2ccccc2)c(=O)[nH]c1=O	-13	0
O=C(CN1C(=O)NC2(CCCCCC2)C1=O)Nc1ccc(Cl)cc1Cl	2	-4
Cc1cc(C)n2nc(C(=O)NC(c3ccccc3)c3ccccc3)nc2n1	-1	1
CCOCC(=O)Nc1nnc(COCC)s1	6	-8
CCC(C)N1CCN(C(=O)c2cc(OC)cc(OC)c2)CC1 (stereo unspecified)	7	4
CCC(C)(C)C1CCC2(CC1)NC(=O)N(CC(=O)N1CCN(c3ccccc3OC)CC1)C2=O (stereo unspecified)	30	-10
CC(C)OC(=O)CSc1nnc(CNc2cccc(Cl)c2)n1C	5	-4
CCOc1ccc(C2C([N+](=O)[O-])=C(C)N(C)C(=O)N2C)cc1OC (stereo unspecified)	-7	-6
CCN1CCN(c2cc(C(C)C)nc3c(-c4ccccc4)c(C)nn23)CC1	45	-27
O=C1OCCC1Sc1nnc(-c2ccc3c(c2)OCO3)o1 (stereo unspecified)	-5	1
O=C(COC(=O)c1c(F)cccc1F)Nc1ccc2c(c1)OCO2	-12	-3
Cc1ccc(NC(=O)C2CCN(S(=O)(=O)c3ccc4ccccc4c3)CC2)nc1	16	-4
CCC(=O)NC(=S)Nc1cccc(NC(=O)c2ccccc2Cl)c1	-8	-6
Cc1ccc(-n2c(N)c(C(=O)Nc3ccccc3F)sc2=S)cc1C	19	-11
Cc1ccc(C2=NS(=O)(=O)N(C)C(C(=O)NCc3ccc4c(c3)OCO4)=C2)cc1	-8	-1
O=C1c2ccccc2C(=O)N1CC(=O)N1c2ccccc2CCc2ccccc21	-8	0
COc1ccccc1N1CCN(C(=O)CN2C(=O)C3CCCCC3C2=O)CC1 (stereo unspecified)	7	-16
CCOC(=O)C1CCN(C(=O)COc2ccc(S(=O)(=O)N3CCCC3)cc2C)CC1	-5	-13
CC1CCN(C(=O)Cn2cc(C(F)(F)F)ccc2=O)c2ccccc2S1 (stereo unspecified)	20	-1
Cn1c(NCc2ccccc2)nc2cc(-c3ccccc3)sc2c1=O	2	5
New compounds follow.
SMILES	TAG inh	TAG inh DAPI viability
CC(C)=CCN1CCN(Cc2ccc(C#CC(C)(C)O)cc2)CC1CCO (stereo unspecified)	6	2
CCCNc1nc(-c2cc(C(=O)Nc3ccccc3)on2)cc(C(C)C)n1	18	-8
CCCCS(=O)(=O)N1CCCC(C(=O)Oc2ccccc2)C1 (stereo unspecified)	0	0
O=C(C1CC1)N1CCN(c2ccc([N+](=O)[O-])cc2-n2cccc2)CC1	-9	5
CCSc1nncn1/N=C/c1ccc(OC)c(OC)c1	8	-6
CC(C)C(c1nnnn1CC1CCCO1)N1CCN(C2CCCC2)CC1 (stereo unspecified)	-4	3
c1ccc(CCc2nc(-c3ccccc3)no2)cc1	-22	16
OC1C2CCC(C2)C1CN1CCOCC1 (stereo unspecified)	-14	-1
COc1cccc(C(C)(O)c2nc(-c3ccc(C)c(C)c3)cs2)c1 (stereo unspecified)	-24	5
CCN(c1ccccc1)S(=O)(=O)c1ccc(C(=O)N2CCN(c3ccccc3)CC2)cc1	3	-8
CC(=O)Nc1cccc(OCC(=O)Nc2ccccc2)c1	-7	8
Cc1cc(C)c2c(CCl)cc(=O)oc2c1	-9	14
CCCc1cc(=O)[nH]c(SCc2ccc(Cl)cc2)n1	-3	10
CCOC(=O)C1(C)CCN1C(=O)c1ccc(Cl)nc1 (stereo unspecified)	9	-2
COC(=O)N/N=C/c1cc(N=Nc2ccccc2)ccc1O	11	-1
CC1(C)C(=O)Nc2ccccc2N1C(=O)COC(=O)C1CCCCC1	2	0
COc1ccc(-c2ccnc(SCC(=O)Nc3ccccn3)n2)cc1	1	-4
CC(=O)N1CCN(C(=O)c2cc3c(s2)CCC(C)C3)CC1 (stereo unspecified)	-1	-2
CNC(=S)N/N=C/c1c(Cl)cccc1Cl	11	-8
Fc1ccc(C2=NOC(c3nnc(-c4ccccc4)o3)C2)cc1 (stereo unspecified)	13	1
COc1ccccc1C1CCCN1Cc1nc(-c2cc3c(cc2Cl)OCO3)oc1C (stereo unspecified)	1	24
CCc1cccc(CC)c1NC(=S)N(CCN(C)C)C(C)c1cccnc1 (stereo unspecified)	-9	3
CCOC(=O)[C@@H]1[C@H]2COc3cc(OC)ccc3[C@@H]2N2C(=O)N(c3cccc(C)c3)C(=O)[C@@]12C	4	7
Cc1csc(NC(=O)Cc2ccc(F)cc2)n1	3	7
CCc1noc(C)c1C(=O)N1CCCC(C(=O)c2cc(F)ccc2F)C1 (stereo unspecified)	-5	-1

Overlap with the part before: 3 compounds; new compounds follow.
SMILES	TAG inh	TAG inh DAPI viability
CCOC(=O)[C@@H]1[C@H]2COc3cc(OC)ccc3[C@@H]2N2C(=O)N(c3cccc(C)c3)C(=O)[C@@]12C	4	7
Cc1csc(NC(=O)Cc2ccc(F)cc2)n1	3	7
CCc1noc(C)c1C(=O)N1CCCC(C(=O)c2cc(F)ccc2F)C1 (stereo unspecified)	-5	-1
Brc1ccc(CSc2nnc(-c3cccnc3)o2)cc1	14	0
CN(C(=O)COC(=O)CNC(=O)C1CCCCC1)c1ccccc1	-20	6
O=C(CSc1ccc2nnc(-c3cccnc3)n2n1)NCc1ccco1	-2	0
COc1ccc(C(=O)N/N=C(\CCC(=O)O)c2ccc(C(C)(C)C)cc2)cc1OC	-12	4
O=C(c1ccccc1)n1ccn(-c2ccccc2)c1=S	-6	-4
O=C(Nc1ccccc1O)c1csc2c1CCCC2	-6	-10
Cc1nc2c(c(C)nn2-c2ccccc2)c(C)c1CCC(=O)Nc1ccc(CN2CCCC2)cc1	37	5
O=C(NNC(=O)c1ccc(Br)s1)c1ccc(F)c(S(=O)(=O)N2CCOCC2)c1	0	2
COc1ccc(N(CC(=O)N2CCN(c3ccccc3F)CC2)S(=O)(=O)c2c(C)n[nH]c2C)cc1	-6	0
O=C1CC(c2ccc(F)cc2)Cc2nc(N3CCN(c4ccccc4)CC3)ncc21 (stereo unspecified)	-2	6
CCOc1ccc(NC(=O)c2ccc(NC(=O)COC(=O)Cc3ccc(OC)cc3)cc2)cc1	14	-3
COCC(C)NC(=O)c1cc(-c2ccc(O)cc2)on1 (stereo unspecified)	-1	7
O=C(CSc1ncccn1)NCc1ccc(Cl)cc1	-7	-7
O=C(C1CCN(S(=O)(=O)c2cccc([N+](=O)[O-])c2)CC1)N1CCOCC1	-6	-4
CC1C/C(=N\NC(=S)NC(C)C)CC(C)(C)C1 (stereo unspecified)	11	-8
O=C(N/N=C/c1ccncc1)c1cccc(S(=O)(=O)Nc2ccc(Cl)cc2)c1	2	-1
O=C(NNC(=O)C1COc2ccccc2O1)c1cccc([N+](=O)[O-])c1 (stereo unspecified)	12	-8
O=c1[nH]c(SCc2nc3ccccc3c(=O)n2-c2ccccc2)nc2ccccc12	9	0
COc1ccc(CNS(=O)(=O)NCc2ccc(OC)c(OC)c2)cc1OC	2	-6
Nc1nc(C2CCOCC2)cs1	5	1
COc1ccc(C(=O)n2cnc3ccccc32)cc1Br	-6	-2
CC(C)(C)NCC(=O)N/N=C/c1ccc(OCc2ccccc2)cc1	-20	7
O=C(NCCCN1CCOCC1)c1cccc(S(=O)(=O)N2CCc3ccccc32)c1	-7	8
CC(C)c1nc(CNC(=O)CC2C(=O)NCCN2Cc2cccc(F)c2F)cs1 (stereo unspecified)	15	-16
COc1cc(C2Nc3ccc4ncccc4c3C3=C2C(=O)CCC3)cc(OC)c1O (stereo unspecified)	13	-9
More compounds follow:
SMILES	TAG inh	TAG inh DAPI viability
OCc1ccccc1-c1nc(NCc2ccccc2)nc2ccsc12	9	-2
CONC(=O)c1ccc(-c2cccc3nccn23)cc1	-10	3
CC[C@@H](C)[C@@H](C(=O)N1CCN(C(=O)OC(C)(C)C)CC1)n1cc(CCCN=C(NC(=O)OC(C)(C)C)NC(=O)OC(C)(C)C)nn1	-1	-3
CCN(C(=S)Nc1ccc(OC(F)F)cc1)C1CCCCC1	-14	7
O=C(Nc1ccc(N2CCOCC2)cc1N1CCOCC1)c1ccco1	11	-3
CS(=O)(=O)N1CCC(C(=O)N2CCN(C(c3ccccc3)c3ccccc3)CC2)CC1	-3	8
COCCNc1nc2c(c(=O)n(C)c(=O)n2C)n1CCCc1ccccc1	2	14
CC1CCCc2sc3nc(N4CCN(CCO)CC4)n4ncnc4c3c21 (stereo unspecified)	7	-3
NNC(=O)c1ccc(COc2ccc3ccccc3c2)o1	-10	9
CCCCCn1c(Sc2ncccn2)nc2c1c(=O)[nH]c(=O)n2C	-3	4
COc1ccc(N2CCN(C(CNC(=O)C(C)(C)C)c3cccnc3)CC2)cc1 (stereo unspecified)	2	-7
CCOC(=O)CNC(=S)n1ncnc1N	-6	14
C/C=C/c1ccc(OCC(=O)Nc2cc(OC)c(OC)c(OC)c2)c(OC)c1	-28	2
CC(Cc1ccccc1)C(=O)NCc1ccccn1 (stereo unspecified)	-12	0
CC(=O)Cc1nsc(NC(=O)c2ccc(-c3ccccc3Cl)o2)n1	7	4
COc1cccc(OC)c1C(=O)Nc1cccc(C(C)=O)c1	-3	-6
Cc1ccc(-c2cc(NC=O)c3ncc(-c4cccc(C(=O)N(C)C)c4)n3c2)cc1	23	-5
CCCCNC(=S)N1CCN(c2nc3ccccc3s2)CC1	-11	8
CC(=O)N(CCN1CCOCC1)Cc1cc2cc3c(cc2nc1Cl)OCO3	-24	8
Cc1ccc2c(c1)c1c3n2CCN(C(=O)CN2CCN(C)CC2)C3CCC1 (stereo unspecified)	38	7
Cc1ccccc1NC(=O)Cc1c[nH]c2ccccc12	4	-2
O=C(CC(=O)NC1CCCCC1)N/N=C/c1cccc2ccccc12	-3	8
CCN(CC(=O)Nc1c(F)cccc1F)C(=O)CC1CCCC1	-6	-2
COc1cc2c(cc1OC)CN(C(=O)CSc1nc(C)cc(C)c1C#N)CC2	30	-5
C=CCN1C(=O)c2ccc(C(=O)N(CC)CC(=O)Nc3cc(Cl)ccc3C)cc2C1=O	-34	-3

Structures shown so far with an NH in an aromatic ring, in the order listed:
SMILES	TAG inh	TAG inh DAPI viability
c1ccc2c(-c3nnc(SCc4cn5ccccc5n4)o3)c[nH]c2c1	-11	11
COCCN(C(=O)COC(=O)CCOc1cc(C)ccc1C)c1c(N)n(Cc2ccccc2)c(=O)[nH]c1=O	-13	0
CCCc1cc(=O)[nH]c(SCc2ccc(Cl)cc2)n1	-3	10
COc1ccc(N(CC(=O)N2CCN(c3ccccc3F)CC2)S(=O)(=O)c2c(C)n[nH]c2C)cc1	-6	0
O=c1[nH]c(SCc2nc3ccccc3c(=O)n2-c2ccccc2)nc2ccccc12	9	0
CCCCCn1c(Sc2ncccn2)nc2c1c(=O)[nH]c(=O)n2C	-3	4
Cc1ccccc1NC(=O)Cc1c[nH]c2ccccc12	4	-2

Some of the entries so far, field by field.
> COc1ccc(-c2ccnc(SCC(=O)Nc3ccccn3)n2)cc1
  TAG inh: 1	TAG inh DAPI viability: -4

> Cc1ccc(-n2c(N)c(C(=O)Nc3ccccc3F)sc2=S)cc1C
  TAG inh: 19	TAG inh DAPI viability: -11

> COc1cccc(C(C)(O)c2nc(-c3ccc(C)c(C)c3)cs2)c1 (stereo unspecified)
  TAG inh: -24	TAG inh DAPI viability: 5

> OC1C2CCC(C2)C1CN1CCOCC1 (stereo unspecified)
  TAG inh: -14	TAG inh DAPI viability: -1

Going on with the list.
SMILES	TAG inh	TAG inh DAPI viability
Cc1sc2nc(CSCC(=O)Nc3ccc(N4CCOCC4)cc3)[nH]c(=O)c2c1C	-11	3
O=C(CCN1C(=O)c2ccccc2C1=O)NCCN1CCOCC1	-5	17
Cc1oncc1C(=O)Nc1ccc2ccccc2c1	13	8
Cc1nccn1Cc1ccccc1	-4	7
O=C(NN=C1CCCCCCC1)c1ccc2ccccc2n1	2	2
NNc1nc(Nc2ccccc2)nc(Nc2ccccc2)n1	5	13
Cc1cc(O)c(C(C)C)cc1NC(=O)Nc1cc(Cl)ccc1Cl	17	-11
Cc1ccccc1N1CCN(C2CCCN(C(=O)c3ccccn3)C2)CC1 (stereo unspecified)	5	3
CCN(CC(=O)Nc1ccccc1OC)C(=O)CC1CC2CCC1C2 (stereo unspecified)	-23	5
O=C(c1ccc(N2CCOCC2)cc1)c1cccs1	-6	-2
C[C@H]1CN([C@@H](C)CO)C(=O)c2cc(Br)cnc2O[C@@H]1CN(C)S(=O)(=O)c1cn(C)cn1	3	-9
CCCCC1=CC2=C(c3ccco3)C(=O)C(C)(OC(=O)c3ccc(OC)cc3)C(=O)C2=CN1C1CC1 (stereo unspecified)	-6	0
CCOc1ccc(C2NC(=O)NC(C)=C2[N+](=O)[O-])cc1OC (stereo unspecified)	8	-4
CCCCCN(C(=O)CCC(=O)OCc1ccc(Cl)cc1Cl)c1c(N)n(CCCC)c(=O)[nH]c1=O	-11	-8

These rows are one share of the data (hit frequency here may not be typical).
